N370S GC mod = N370S glucocerebrosidase modulation, Gaucher chaperone candidate. P04062. N370S GC spleen homogenate, 4MU-glucoside fluorescence. Potency, µM (doses to about 59.4 µM), for inactives: top-dose activity change, negative = inhibition, most hits filed as inhibitors. 0.092% of 330,000 active;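 note: 0% = full enzyme activity and -100% = no enzyme basal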
FEN1 inhibitor = human FEN1 inhibition; P39748; Recombinant FEN1 flap cleavage, fluorescence, 15 min; Potency, µM (highest dose often 114 µM), without a hit: at the highest dose activity change, negative = inhibition, hits mostly inhibitors; 0.35% of 390,000 active; AID 588795; note: nearly all actives have a fitted effect of over 65% in size
Target sequence (P39748 whole entry, looked up): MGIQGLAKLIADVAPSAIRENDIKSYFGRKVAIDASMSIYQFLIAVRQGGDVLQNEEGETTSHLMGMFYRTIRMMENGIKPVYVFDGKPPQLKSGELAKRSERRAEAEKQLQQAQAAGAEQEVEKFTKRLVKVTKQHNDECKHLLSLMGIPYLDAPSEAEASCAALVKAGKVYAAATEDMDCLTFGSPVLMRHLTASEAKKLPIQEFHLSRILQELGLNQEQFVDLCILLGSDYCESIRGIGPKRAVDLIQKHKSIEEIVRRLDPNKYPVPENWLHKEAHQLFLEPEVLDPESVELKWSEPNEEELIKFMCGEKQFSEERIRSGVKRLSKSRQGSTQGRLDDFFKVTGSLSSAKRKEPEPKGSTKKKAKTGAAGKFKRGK
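Compounds are tested as a concentration series against 10 nM FEN1; after a 15 min room-temperature preincubation, 50 nM substrate starts cleavage, with plate reads at 0 and 15 min. Normalized responses are fitted by a Hill equation.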
GCN5L2 inh = GCN5L2 (KAT2A) acetyltransferase inhibition; AID 504327; Potency, µM (doses to about 58.9 µM), without a hit: top-dose activity change, negative = inhibition, most hits filed as inhibitors; GCN5L2 HAT assay, ThioGlo1 CoA-SH fluorescence; 0.21% of 390,000 active; Q92830
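Titration-based screen in which CoA formation is detected via maleimide probe ThioGlo1 (50uM) turning fluorescent on thiol reaction; substrates H3(1-25) 75uM and acetyl-CoA 70uM, GCN5L2 20nM, 20 min incubation at room temperature.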
* hit, by the source's call; ? = inconclusive; nt = not tested or not shown; & = joins results of further samples; [ ] = another dose, or the depositor's remark. Calls come from the whole dose curve; as a rule, active = well fitted curve in the direction sought with a large enough effect; inconclusive = small, poorly fitted or top-dose-only effect, or another doubt; inactive = no such curve, though single readings can be large; an effect the other way counts as inactive or inconclusive. Unless noted, % is set by controls: 0 for no effect and ±100 for the full control effect; potency is the fitted concentration of half-maximal effect. This is a random part of the collection; about 0.54% have a hit in one of these screens.

Each structure is followed by: N370S GC mod	FEN1 inhibitor	GCN5L2 inh
Cc1nn(CCC(=O)NC(C)C)c(=O)c2nn(-c3ccccc3)c(C)c12
 : nt	1%	0%
CC1CCN(C(=O)Cn2cc([N+](=O)[O-])ccc2=O)c2ccccc2S1 (stereo not drawn)
 : nt	3%	-8%
CCCCN(C)CCNC(=O)c1cn(C)c(=O)c2c1c1ccccc1n2C
 : ?	13%	-6%
Nc1c(O)cccc1C(=O)C[C@@H](N)C(=O)O
 : 2%[21.6 µM]	nt	-6%[21.4 µM]
CN(C)c1ccc(S(=O)(=O)NCC(=O)NCC2CCCCC2)cc1[N+](=O)[O-]
 : -3%	-1%	-14%
Cc1cc(C)cc(NC(=O)C(Sc2nnc(C)c(=O)[nH]2)c2ccccc2)c1 (stereo not drawn)
 : 7%	9%	-3%
Cc1cc(C)c(C#N)c(SCC(=O)CC(=O)OC(C)C)n1
 : 12%	-11%	-5%
COc1ccc(-n2cc(-c3ccccc3)c3c(NCCCN4CCOCC4)ncnc32)cc1
 : -13%	9%	0%
COC(=O)c1n[nH]n(-c2ccc(F)c(Cl)c2)c1=O
 : 10%	-10%	0%
O=[N+]([O-])c1ccc([N+](=O)[O-])c(Nc2ccc(N3CCOCC3)cc2)c1
 : -19%	1%	15%
CCCCCN(CCCCC)C(=O)C(CCC(=O)O)NC(=O)c1ccc(Cl)c(Cl)c1 (stereo not drawn)
 : -2%&-2%	-2%	-7%
CCc1ccc(N(CC)c2ncnc3nc[nH]c23)cc1
 : 3%	3%	-4%
COc1ccc(CNc2cc(C)nc3ccc(OC)cc23)cc1
 : -16%	?	-3%
CCOc1ccc(/C=C/C(=O)NCc2ccccc2)cc1
 : 8%	-1%	-5%
COc1ccc(C(=O)CSc2nnc(CNC(=O)c3ccccc3)o2)cc1
 : -10%	3%	-16%

(next part)
Each structure is followed by: N370S GC mod	FEN1 inhibitor	GCN5L2 inh
Cc1cc(=O)n2nc(N3CCC(C(=O)Nc4ccc(C(C)C)cc4)CC3)sc2n1
 : nt	2%	0%
Cc1c(Cc2ccccc2)c(=O)oc2c(C)c(OC(C)C(=O)N[C@@H](Cc3ccccc3)C(=O)O)ccc12 (stereo partly drawn)
 : 9%	-12%	-12%
C=CCNC(=O)C1CC(=O)N(c2ccc(OCC(=O)NCc3ccccc3)cc2)C1 (stereo not drawn)
 : 13%	-5%	4%
Cc1csc2nc3ccccc3c(=O)n12
 : 6%	1%	-9%
COc1ccc(SCC(Cc2ccccc2)N2CCN(CC(C)C)CCC2=O)cc1 (stereo not drawn)
 : 4%	-16%	nt
CCOc1ccc(C(c2c(C)[nH][nH]c2=O)c2c(C)[nH][nH]c2=O)cc1OCC
 : -1%	0%	-5%
CC1(C)CC(=O)C(=Cc2cn(-c3ccccc3)nc2-c2ccc(Cl)cc2)C(=O)C1
 : 3%	-3%	-4%
CCOC(=O)CCSCC(=O)Nc1nnc(C)s1
 : 0%	-12%	2%
Cc1oc(-c2ccccc2F)nc1CS(=O)(=O)CC(=O)NC(C)CCc1ccccc1 (stereo not drawn)
 : -5%	1%	-2%
O=C(CC1CCCCC1)Nc1c2c(nn1-c1ccc(F)cc1)CS(=O)(=O)C2
 : -2%	-14%	-1%
CCCCN(C(=O)c1ccc(-c2ccc([N+](=O)[O-])cc2)o1)c1c(N)n(CC(C)C)c(=O)[nH]c1=O
 : nt	4%	-4%
Cn1nc(C(=O)Nc2cccc(S(=O)(=O)N3CCCC3)c2)c2ccccc2c1=O
 : nt	14%	-3%
Cc1cccc(CN2CCC(CNC(=O)Cn3ncc4c([nH]c5ccccc54)c3=O)CC2)c1
 : 2%	-2%	-2%
CCOC(=O)c1c(NC(=O)COC(=O)c2ccc(NC(=O)CC#N)cc2)sc(C(=O)NC)c1C
 : nt	?	-5%
CC(Oc1ccccc1Cl)C(=O)Nc1ccc(S(=O)(=O)N2CCCC2)cc1 (stereo not drawn)
 : 14%	-3%	6%

Remaining list, next part:
Each structure is followed by: N370S GC mod	FEN1 inhibitor	GCN5L2 inh
O=c1oc2ccccc2c(Cl)c1CN1CCCCC1
 : 5%	-10%	-1%
O=C(COc1ccc(Cl)cc1)Nc1cc(S(=O)(=O)N2CCCCC2)ccc1N1CCCCC1
 : 15%	12%	-5%
O=C(NNc1ccc([N+](=O)[O-])cc1[N+](=O)[O-])C1C2CCCCC21 (stereo not drawn)
 : 0%	5%	-4%
c1ccc2sc(-c3ccc4c(c3)OCO4)nc2c1
 : 9%	-7%	-7%
CCN(c1ccccc1)S(=O)(=O)c1ccc(Cl)c(C(=O)N(CC2CCCO2)C2CCS(=O)(=O)C2)c1 (stereo not drawn)
 : 8%	-2%	-2%
O=C(CSc1nnc2ccccn12)NC(=O)c1ccccc1Cl
 : nt	18%	-10%
Cc1cc(C)n(C(=O)CNC(=O)c2cccc(Cl)c2)n1
 : -7%	8%	-7%
COC(=O)c1sc(C(F)(F)F)c(-c2ccccc2)c1S(=O)(=O)N1CCCC1
 : 7%	-16%	-1%
COc1ccccc1C1C(C(=O)NCc2ccccc2)=C(C)Nc2ncnn21 (stereo not drawn)
 : 5%	4%	-1%
CC(C)(C)C1CCC(=NNC(=S)NCc2ccccc2)CC1 (stereo not drawn)
 : 3%	-28%	-2%
COC(=O)N(NC(=O)C(O)(CCC(C)C)CCC(C)C)c1ccccc1
 : 2%	-3%	9%
Cc1cccc(NC(=O)c2nc[nH]c2C(=O)N2CCC(C)CC2)c1
 : nt	-6%	-3%
NS(=O)(=O)c1cccc(NC(=O)CSc2nc3nc(-c4cccs4)cc(C(F)(F)F)c3c(=O)[nH]2)c1
 : ?	?	-4%
COc1ccccc1NC(=O)CSc1nnc(NC(=O)NC2CCCCC2)s1
 : nt	-5%	1%
Cc1ccc(S(=O)(=O)N2CCOCC2)cc1C(=O)NC(=S)N1CC(C)CC(C)C1 (stereo not drawn)
 : 3%	15%	0%

Look-ups from the results shown:
GCN5L2 inh with `COc1ccccc1C1C(C(=O)NCc2ccccc2)=C(C)Nc2ncnn21` (stereo not drawn) → -1%
GCN5L2 inh with `O=c1oc2ccccc2c(Cl)c1CN1CCCCC1` → -1%

Later entries.
Each structure is followed by: N370S GC mod	FEN1 inhibitor	GCN5L2 inh
Cc1oc2cc(OCC(=O)O)ccc2c(=O)c1Oc1ccccc1
 : nt	-11%	-1%
C=CC[C@H](CC(=O)NCCO)C(=O)N[C@H](COC(=O)[C@@H](CC=C)CC(=O)OC(C)(C)C)Cc1c[nH]c2ccccc12
 : nt	-6%	-4%
COCCn1c(SCC(=O)Nc2nnc(C)s2)nnc1-c1ccncc1
 : 5%	14%	-3%
O=C(Cn1nnc2ccccc21)c1cccc([N+](=O)[O-])c1
 : 2%	12%	-2%
COCCCNC(=O)CC(NCCCOC)C(=O)O (stereo not drawn)
 : -7%	2%	-1%
NNc1ccc2nnc(C(F)(F)C(F)(F)C(F)(F)F)n2n1
 : 13%	-1%	5%
CSC(=N)N
 : 4%&-5%	nt	-11%
CCN1C(=O)/C(=C\c2cccs2)C(C(=O)OC)=C1C
 : 6%	-9%	-11%
COc1ccc2[nH]c(C(=O)N3CCN(C)CC3)c(C)c2c1
 : -5%	22%	-1%
CCOC(=O)c1ccc(COC(=O)c2cc(=O)[nH]c3ccccc23)o1
 : 23%	-1%	-6%
CNC(=S)NNC(=O)COc1ccccc1C
 : -6%	?	4%
CCc1ccc(CCC(=O)Nc2ccc(OC)cc2)o1
 : 0%	-7%	-6%
CC[C@]12c3[nH]c4cc(-c5ccco5)ccc4c3CCN1C(=O)[C@@H](CC(=O)NCCN1CCOCC1)C[C@@H]2C(=O)N1CCN(C(=O)c2ccco2)CC1
 : nt	18%	-2%
CC(=O)N[C@@H](C=O)[C@@H](O)[C@H](O)[C@H](O)CO
 : 2%	nt	18%
O=C(O)c1c(Cl)cccc1Cl
 : 10%	22%	0%

Continuation.
Each structure is followed by: N370S GC mod	FEN1 inhibitor	GCN5L2 inh
Cc1ccc(N2C(=O)N(c3ccc(C)cc3)C3CS(=O)(=O)CC32)cc1 (stereo not drawn)
 : 1%	-14%	-8%
COc1ccc(C(=O)N[C@H](C(=O)Nc2sccc2C(N)=O)C(C)C)cc1
 : -14%	2%	-3%
N#Cc1ccccc1OCC(O)CNCCNC(=O)Nc1ccccc1 (stereo not drawn)
 : -9%	nt	-2%
COc1ccc(S(=O)(=O)N2CCN(Cc3ccc4c(c3)OCO4)CC2)cc1
 : -4%	-14%	-2%
Cc1cccc(OCc2nnc(SCC(=O)Nc3nccs3)o2)c1
 : 7%	16%	1%
COc1cc(S(=O)(=O)N(Cc2cccc(OC)c2OC)CC2CCCO2)ccc1-n1cnnn1 (stereo not drawn)
 : -8%	8%	-15%
O=C(Nc1cccc(Br)c1)c1ccc2c(c1)SC1=NS(=O)(=O)CCN12
 : nt	14%	-6%
O=C1/C(=C/c2ccncc2)SC(=S)N1C1CCCCC1
 : 5%	-3%	-1%
COc1ccc(CNC(=O)CN(C(=O)c2snc(C(N)=O)c2N)c2cccc(F)c2)cc1
 : 5%	-1%	-2%
Cc1ccc(CNC(=O)c2c[nH]c3ccc(S(=O)(=O)N4CCOCC4)cc3c2=O)cc1
 : nt	15%	-10%
O=C1CCC(C(=O)Nc2ccccc2N2CCOCC2)=NN1
 : 8%	-15%	-2%
Cc1ccc(C(=O)N/C(=C\c2ccco2)C(=O)NCc2cccnc2)cc1
 : 11%	4%	-4%
CCOC(=O)C1=CN(Cc2cccc(-c3ccc(Cl)nc3)c2)S(=O)(=O)N(C)C1C (stereo not drawn)
 : nt	-7%	-6%
COc1cccc(-c2nc(NCCc3c[nH]c4ccc(OC)cc34)c3ccccc3n2)c1
 : 14µM*	nt	-24%
CC(C)C[C@H]1CN=C(Nc2ccccc2)N1CCCCc1ccccc1
 : -5%	-1%	-1%

Sorted by the number under N370S GC mod (lowest first): some entries from above
SMILES	N370S GC mod
N#Cc1ccccc1OCC(O)CNCCNC(=O)Nc1ccccc1 (stereo not drawn)	-9%
COc1cc(S(=O)(=O)N(Cc2cccc(OC)c2OC)CC2CCCO2)ccc1-n1cnnn1 (stereo not drawn)	-8%
CC(C)C[C@H]1CN=C(Nc2ccccc2)N1CCCCc1ccccc1	-5%
COc1ccc(S(=O)(=O)N2CCN(Cc3ccc4c(c3)OCO4)CC2)cc1	-4%
O=C1/C(=C/c2ccncc2)SC(=S)N1C1CCCCC1	5%
Cc1cccc(OCc2nnc(SCC(=O)Nc3nccs3)o2)c1	7%

More results.
Each structure is followed by: N370S GC mod	FEN1 inhibitor	GCN5L2 inh
O=C(NC(=S)Nc1cc([N+](=O)[O-])ccc1O)C1CC1
 : -7%	3%	?
CCC1CCCCN1C(=O)c1cc2cc(Br)ccc2oc1=O (stereo not drawn)
 : 5%	-2%	-6%
COC(=O)[C@@]1(C)[C@H]2C(=O)N(C)C(=O)[C@H]2[C@H]2CN=C(SCc3ccccc3)N21
 : nt	-5%	-6%
O=C(Cn1c(=O)[nH]c2ccsc2c1=O)N1CCN(c2ccc(F)cc2)CC1
 : 2%	-4%	-9%
Cc1cccc(N=C2NC(=O)/C(=C\c3cccs3)S2)c1
 : -2%	-2%	-13%
CC[C@]12c3[nH]c4ccc(OC)cc4c3CCN1C(=O)C(CC(=O)NCCCOC)C[C@@H]2C(=O)N1CCN(C(=O)C2CC2)CC1 (stereo partly drawn)
 : nt	28%	3%
Cc1nc2cc(N=NC3=C(O)CCCC3=O)ccc2s1
 : 4%	-5%	-15%
CCOC(=O)CSc1nc2sc3c(c2c(=O)n1-c1ccccc1)CCN(C)C3
 : -6%	9%	-11%
O=C(NCCc1ccccc1)C(=O)N/N=C/c1ccccc1C(F)(F)F
 : -1%	-6%	3%
COCC(=O)N1c2nc(-c3ccco3)nn2C2(CCCCC2)[C@@H]2CCCC[C@@H]21
 : nt	-5%	-7%
COc1ccc(S(=O)(=O)Nc2c(C(=O)O)[nH]c3ccc(OC)cc23)c(OC)c1
 : 0%	-11%	-13%
COc1ccc(C(=O)Nc2ccc(C(=O)NCCc3ccccc3)cc2)cc1
 : 5%	-7%	1%
Cc1cccc(Cn2c(C)c(C)c3cc(C(=O)NCc4ccco4)ccc32)c1
 : nt	8%	-2%
CCN(CC)C(=O)c1ccc(CS(=O)(=O)c2ccc(OC)cc2)o1
 : -3%	-1%	2%
CCC(=O)N1CCN(c2ccccc2NC(=O)c2ccc(OC)c(Cl)c2)CC1
 : 1%	-18%	-2%

Reformatted: three of the compounds above.
O=C(NCCc1ccccc1)C(=O)N/N=C/c1ccccc1C(F)(F)F
  N370S GC mod = -1%
  FEN1 inhibitor = -6%
  GCN5L2 inh = 3%
COCC(=O)N1c2nc(-c3ccco3)nn2C2(CCCCC2)[C@@H]2CCCC[C@@H]21
  N370S GC mod = nt
  FEN1 inhibitor = -5%
  GCN5L2 inh = -7%
COc1ccc(S(=O)(=O)Nc2c(C(=O)O)[nH]c3ccc(OC)cc23)c(OC)c1
  N370S GC mod = 0%
  FEN1 inhibitor = -11%
  GCN5L2 inh = -13%

Assay outcomes (PubChem BioAssay)
